Tau fil binding: tau filament binding; 71,000 tested, 2% active; recombinant tau filaments, thioflavin S fluorescence, 15 h; filaments grown with octadecylsulfate alongside compound; Potency, µM (series often up to 57.1 µM), for the others: top-dose activity change, negative = inhibition;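 also: potency is read from the fitted curve at half-maximal effect; % is scaled to controls: 0 for no effect and ±100 for the full control effect; actives lower thioflavin S fluorescence by blocking filaments or displacing dye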
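Thioflavine S fluorescence (ex 450, em 510 nm) reports filaments formed from 1 uM human tau plus 30 uM ODS over 15 h at 37 C (10 mM HEPES pH 7.4, 100 mM NaCl, 5 mM DTT); compounds displacing dye or blocking filaments lower signal.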
CRE-bla Fsk: CRE-bla signaling modulation under forskolin stimulation | CHO CRE-bla reporter (cAMP response element driving beta-lactamase), forskolin EC10, beta-lactamase ratio | Potency, µM (top dose mostly 38.2 µM), inactives show top-dose activity change, negative = inhibition, hits mostly activators | 71,000 tested, 2.5% active | AID 662; active = well fitted activation curve with a large enough effect in the signal ratio, with a control signal flat, not every such curve was filed as active; inconclusive = small, poorly fitted or top-dose-only effect, or effect the other way, or a change in a side signal; the % refers to the signal ratio; also: potency is read from the fitted curve at half-maximal effect; % of control where 0% means no effect
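The 460nm/530nm emission ratio after CCF4 loading defined %Activity, from which AC50 values were obtained. CRE-bla CHO cells received compound dilution series together with an EC10 level of NKH 477 for 3 hours at 37 degrees Celsius.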
Casp7 inh: blocks human caspase-7 allosterically or competitively; recombinant caspase-7, Ac-DEVD-AFC fluorescence rate; Potency, µM (top dose mostly 57.5 µM), inactives show at the highest dose activity change, negative = inhibition, actives largely listed as inhibitors; P55210; 75,000 tested, 0.02% active; AID 889; active = well fitted inhibition curve with a large enough effect in the main read-out, with a control signal flat, not every such curve was filed as active; inconclusive = small, poorly fitted or top-dose-only effect, or a change in a side signal; also: potency is read from the fitted curve at half-maximal effect; % of control where 0% means no effect
Target sequence (P55210 24-198 limits assumed): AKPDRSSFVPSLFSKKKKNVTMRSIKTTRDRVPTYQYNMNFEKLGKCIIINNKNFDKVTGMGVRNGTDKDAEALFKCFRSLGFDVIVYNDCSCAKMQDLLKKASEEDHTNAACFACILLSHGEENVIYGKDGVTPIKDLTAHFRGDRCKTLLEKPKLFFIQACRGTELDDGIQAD
Target sequence (P55210 207-303 limits assumed): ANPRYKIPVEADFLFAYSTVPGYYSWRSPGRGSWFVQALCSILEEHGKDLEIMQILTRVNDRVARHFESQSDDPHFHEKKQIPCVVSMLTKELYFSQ
ERK AVP block: vasopressin-driven ERK pathway inhibition; AID 995; HEK293-V1b, vasopressin-stimulated pERK AlphaScreen; 72,000 tested, 0.99% active; Potency, µM (titrated, usually from 57.5 µM), for the others: at the top dose activity, negative = inhibition, hits mostly inhibitors; also: potency is read from the fitted curve at half-maximal effect; % is scaled to controls: 0 for no effect and ±100 for the full control effect; nearly all actives have a fitted effect of over 55% in size
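V1b-HEK293 cells; cpd 30 min 37C; 25 nM vasopressin 5 min; lyse 10 min; AlphaScreen beads 5 hr RT. Normalized to DMSO basal and 25 nM vasopressin; AC50 by Hill fit.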
Casp1 inh: allosteric or competitive inhibitors of human caspase-1; P29466; Caspase-1 enzyme, Ac-WEHD-AFC fluorogenic rate; Potency, µM (titrated, usually from 57.5 µM), inactives show top-dose activity change, negative = inhibition, most hits filed as inhibitors; 75,000 tested, 0.03% active; AID 900;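 also: potency is read from the fitted curve at half-maximal effect; plate controls were vehicle for no effect and no substrate for full effect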
BRCT inh red: inhibitors of human BRCA1 BRCT-phosphoprotein interaction (red fluorophore); Potency, µM (top dose mostly 76.9 µM), for inactives: at the highest dose activity change, negative = inhibition, usual class: inhibitors; P38398; 75,000 tested, 0.03% active; BRCT-phosphopeptide binding, red fluorescence polarization; AID 892; also: % is scaled to controls: 0 for no effect and ±100 for the full control effect
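Fluorescence polarization: 100 nM His-tagged BRCA1 BRCT with 100 nM TAMRA-labelled phospho-BACH1 decapeptide, phosphate buffer pH 7.3 with 150 mM NaCl, DTT, 0.01% Tween 20; 12 min RT. Binding inhibition seen as FP decrease.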
HEK293 cAMP ctrl: parental HEK293 cAMP activation (counter-screen). parental HEK293 CNG cAMP sensor, membrane potential fluorescence. Potency, µM (doses to about 57.1 µM), inactives show at the highest dose activation, hits mostly activators. 73,000 tested, 2.5% active; also: potency is read from the fitted curve at half-maximal effect; % of control where 0% means no effect; nearly all actives have a fitted effect of over 55% in size
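Counterscreen for endogenous-receptor signalling: CNG-channel HEK 293 cells report cAMP rise by membrane depolarization. After 60 min dye equilibration with 100 uM RO 20-1724, compounds incubated 30 min before bottom-read fluorescence at 590 nm.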
USP2a inh: USP2a (human) protease inhibition. O75604. USP2a enzymatic assay, qHTS inhibition. Potency, µM (doses to about 38.3 µM), for inactives: at the highest dose activity change, negative = inhibition, hits mostly inhibitors. 60,000 tested, 0.1% active. AID 927;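 also: potency is read from the fitted curve at half-maximal effect; nearly all actives have a fitted effect of over 60% in size; plate controls were DMSO for no effect and NEM full inhibition control for full effect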
Target sequence (O75604 whole entry, looked up): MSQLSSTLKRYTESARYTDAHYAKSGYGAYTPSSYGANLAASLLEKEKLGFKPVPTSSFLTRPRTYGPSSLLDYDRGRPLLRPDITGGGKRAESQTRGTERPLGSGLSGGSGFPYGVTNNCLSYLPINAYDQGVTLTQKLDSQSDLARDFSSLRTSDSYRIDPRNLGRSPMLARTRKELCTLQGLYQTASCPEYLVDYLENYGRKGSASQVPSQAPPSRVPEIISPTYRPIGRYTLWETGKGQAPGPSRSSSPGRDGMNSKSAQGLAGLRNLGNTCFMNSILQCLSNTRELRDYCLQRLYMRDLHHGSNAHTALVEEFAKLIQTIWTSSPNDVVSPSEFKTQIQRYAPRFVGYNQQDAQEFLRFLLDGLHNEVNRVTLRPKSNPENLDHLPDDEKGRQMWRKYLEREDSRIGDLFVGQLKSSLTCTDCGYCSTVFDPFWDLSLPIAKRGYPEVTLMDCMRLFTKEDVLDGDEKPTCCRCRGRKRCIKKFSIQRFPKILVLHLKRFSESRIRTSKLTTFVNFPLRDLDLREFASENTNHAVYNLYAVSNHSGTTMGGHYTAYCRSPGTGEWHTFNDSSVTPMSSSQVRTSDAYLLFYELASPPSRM
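USP2 core (20 nM final) was preincubated with compound for 30 min at RT in 20 mM Tris-HCl pH 8.0, 2 mM CaCl2, 2 mM beta-mercaptoethanol; Ub-PLA2 (20 nM) plus NBD C6-HPC (20 uM) then added, fluorescence read after 2.5 h.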
Luciferase inh: inhibitors of firefly luciferase | AID 411 | 72,000 tested, 2.2% active | purified firefly luciferase, luminescence, 8 min | Potency, µM (doses to about 57.1 µM), for the others: top-dose activity change, negative = inhibition, usual class: inhibitors; also: potency is read from the fitted curve at half-maximal effect; % is scaled to controls: 0 for no effect and ±100 for the full control effect; nearly all actives have a fitted effect of over 40% in size
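Compounds were tested as concentration series (qHTS) against purified P. pyralis luciferase with luciferin and 10 uM ATP in 50 mM imidazole pH 7.2, 50 mM KCl, 7 mM MgCl2, 0.01% Tween 20, 0.05% BSA. Luminescence was read after 8 min at ambient temperature.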
A350 autofl: A350 region autofluorescence. Compound autofluorescence, 340/450 nm, Alexa 350 dye-equivalents; stronger effect = higher value. 59,000 tested, 11% active. max dye-equivalent concentration, M; in the data active = max dye-equivalent concentration above about 10 nM; inconclusive = mostly about 1.1 nM to 9.6 nM
BRCT PPI green: BRCA1 BRCT-phosphoprotein interaction inhibition. BRCA1 BRCT-phosphopeptide binding, green fluorescence polarization. Potency, µM (highest dose often 76.9 µM), for inactives: at the highest dose activity change, negative = inhibition, actives largely listed as inhibitors. 75,000 tested, 0.05% active;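 also: potency is read from the fitted curve at half-maximal effect; plate controls were peptide without protein for full effect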
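Compounds were incubated for 12 min at room temperature with a complex of 100 nM fluorescein-tagged pBACH1 decapeptide and 250 nM His-tagged BRCT protein. Buffer was phosphate pH 7.3 with EDTA, DTT and Tween 20. Disruption of binding lowers the polarization signal.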
An asterisk follows results filed as active; & = joins results of further samples; ! = repeats disagree; [ ] = another dose, or the depositor's remark. Unless noted, calls follow the shape of the dose curve; as a rule, active = well fitted curve in the direction sought with a large enough effect; inconclusive = small, poorly fitted or top-dose-only effect, or another doubt; inactive = no such curve, though single readings can be large; an effect the other way counts as inactive or inconclusive. An unsorted share of the library. About 16% of those tested had a hit in this group.

For COc1ccccc1OCCCn1c(=O)oc2ccccc21 the results were Tau fil binding -1%, CRE-bla Fsk -2%, Casp7 inh -1%, ERK AVP block 8%, Casp1 inh 0%, BRCT inh red -0.8%, HEK293 cAMP ctrl 12%, USP2a inh -1%, Luciferase inh -4%, A350 autofl inactive and BRCT PPI green 0.7%.
COc1ccc(CCCO[C@@H](Cn2ccnc2)c2ccc(OC)cc2)cc1 was read as Tau fil binding inconclusive, CRE-bla Fsk inconclusive, Casp7 inh -2%, ERK AVP block inconclusive, Casp1 inh -1%, BRCT inh red -0.1%, HEK293 cAMP ctrl 32µM*, Luciferase inh 2% and BRCT PPI green 5.5%.
Screening CCCc1ccc(OCCNC(C)=O)cc1 returned Tau fil binding -4%, CRE-bla Fsk 3%, Casp7 inh 1%, ERK AVP block -14%, Casp1 inh 0%, BRCT inh red 0.3%, HEK293 cAMP ctrl -13%, USP2a inh 0%, Luciferase inh 3%, A350 autofl inactive and BRCT PPI green -2.0%.
Screening CC1=C(C(=O)N2CCOCC2)C(c2ccsc2)C2=C(CCCC2=O)N1 (stereo unspecified) returned Tau fil binding 3%, CRE-bla Fsk -3%, Casp7 inh -21%, ERK AVP block -2%, Casp1 inh -10%, BRCT inh red -0.2%, HEK293 cAMP ctrl 2%, USP2a inh 4%, Luciferase inh -4%, A350 autofl 9.4e-07M* and BRCT PPI green -0.1%.
Screening CN(C(=O)c1ccc(S(=O)(=O)NC2CCCC2)cc1)C1CCCCC1 returned Tau fil binding 4%, CRE-bla Fsk 5%, Casp7 inh 8%, ERK AVP block 11%, Casp1 inh 3%, BRCT inh red -1.3%, HEK293 cAMP ctrl 13%, USP2a inh 3%, Luciferase inh 3%, A350 autofl inactive and BRCT PPI green -1.3%.
Screening O=S1(=O)CC=C(CSc2nc3ccccc3[nH]2)C1 returned Tau fil binding -16%, CRE-bla Fsk -8%, Casp7 inh -1%, ERK AVP block -15%, Casp1 inh 2%, BRCT inh red 0.8%, HEK293 cAMP ctrl 0%, USP2a inh -4%, Luciferase inh 0%, A350 autofl inactive and BRCT PPI green 1.1%.
`O=C(NCc1ccc2c(c1)OCO2)C1CCN(c2ccc(S(=O)(=O)N3CCCC3)cc2)CC1` gave Tau fil binding 29%, CRE-bla Fsk -5%, Casp7 inh -2%, ERK AVP block inconclusive, Casp1 inh -4%, BRCT inh red -1.1%, HEK293 cAMP ctrl inconclusive, USP2a inh 35%[activator], Luciferase inh -1%, A350 autofl inactive and BRCT PPI green -0.1%.
Screening Cc1ccccc1CSc1nncn1N returned Tau fil binding -1%, CRE-bla Fsk inconclusive, Casp7 inh -6%, ERK AVP block 16%, Casp1 inh -5%, BRCT inh red -1.0%, HEK293 cAMP ctrl 19%, USP2a inh 4%, Luciferase inh 2%, A350 autofl inconclusive and BRCT PPI green -0.8%.
Screening Nc1ncnc2c1cnn2-c1ccccc1 returned Tau fil binding -2%, CRE-bla Fsk 28%, Casp7 inh 8%, ERK AVP block -16%, Casp1 inh 1%, BRCT inh red 1.7%, HEK293 cAMP ctrl 7%, USP2a inh -9%, Luciferase inh -5%, A350 autofl inactive and BRCT PPI green -1.5%.
Screening Cc1onc(-c2ccccc2)c1C(=O)NCc1cccnc1 returned Casp7 inh -1%, Casp1 inh 4%, BRCT inh red -0.5%, HEK293 cAMP ctrl -7% and BRCT PPI green -0.5%.
COc1ccc2nc(N)sc2c1 was read as Tau fil binding 5%, CRE-bla Fsk -11%, Casp7 inh -2%, ERK AVP block -20%, Casp1 inh -1%, BRCT inh red 2.5%, HEK293 cAMP ctrl 16% and BRCT PPI green -2.9%.
NC[C@@H]1O[C@H](C23CC4CC(CC(C4)C2)C3)Cc2c1ccc(O)c2O was read as Tau fil binding 32µM*!, CRE-bla Fsk inconclusive, Casp7 inh -1%&-3%, ERK AVP block inconclusive, Casp1 inh -1%&1%, BRCT inh red 0.1%&-0.9%, HEK293 cAMP ctrl -8%&23%, USP2a inh 21%, Luciferase inh -1%&1%, A350 autofl inconclusive and BRCT PPI green 4.1%&4.2%.
Screening COc1ccc(-c2cc(-c3cc(F)ccc3O)[nH]n2)cc1OC returned Tau fil binding 83%, CRE-bla Fsk 29%, Casp7 inh -7%, ERK AVP block 32µM*, Casp1 inh -4%, BRCT inh red -1.0%, HEK293 cAMP ctrl -7%, USP2a inh inconclusive, Luciferase inh 13µM*, A350 autofl inactive and BRCT PPI green 2.1%.
Screening Cc1nnc(SCc2ccon2)n1-c1ccccc1 returned Tau fil binding 20%, CRE-bla Fsk -2%, Casp7 inh 0%, ERK AVP block -23%, Casp1 inh 0%, BRCT inh red 1.3%, HEK293 cAMP ctrl -2%, USP2a inh -1%, Luciferase inh 0%, A350 autofl inactive and BRCT PPI green 0.1%.
CC(=O)OC(Cn1nc(C)cc1C)c1ccccc1 (stereo unspecified) was read as Tau fil binding 7%, CRE-bla Fsk 12%, Casp7 inh -1%, ERK AVP block 7%, Casp1 inh 1%, BRCT inh red 0.9%, HEK293 cAMP ctrl 5%, USP2a inh 0%, Luciferase inh 0%, A350 autofl inactive and BRCT PPI green 0.0%.
`Cc1ccccc1Nc1nc(N)nc(CSc2nnc3sc4ccccc4n23)n1` gave Tau fil binding 7%, CRE-bla Fsk inconclusive, Casp7 inh -3%, ERK AVP block -18%, Casp1 inh 1%, BRCT inh red -1.1%, HEK293 cAMP ctrl 2%, USP2a inh 17%, Luciferase inh 0%, A350 autofl inactive and BRCT PPI green -2.5%.
COC(=O)[C@@H](NC(=O)Nc1ccc(OC)cc1)C(C)C was read as Tau fil binding -9%, CRE-bla Fsk -3%, Casp7 inh 0%, ERK AVP block -4%, Casp1 inh 1%, BRCT inh red -1.3%, HEK293 cAMP ctrl -7%, USP2a inh 5%, Luciferase inh 1%, A350 autofl inactive and BRCT PPI green -2.2%.
COc1ccc(-n2nnnc2SC(C)C(N)=O)cc1 (stereo unspecified) was read as Tau fil binding -1%, CRE-bla Fsk 0%, Casp7 inh 0%, ERK AVP block 6%, Casp1 inh -2%, BRCT inh red -2.8%, HEK293 cAMP ctrl 2%, USP2a inh -5%, Luciferase inh 0%, A350 autofl inactive and BRCT PPI green -2.0%.
`CC1(C)CN=C(N2CCN(C3=NCC(C)(C)S3)CC2)S1` gave Tau fil binding -8%, CRE-bla Fsk -2%, Casp7 inh 4%, ERK AVP block 2%, Casp1 inh -1%, BRCT inh red -0.8%, HEK293 cAMP ctrl 8%, Luciferase inh 2%, A350 autofl inactive and BRCT PPI green 0.4%.
CNc1oc(-c2ccc(OCc3ccccc3)cc2)nc1C#N was read as Tau fil binding 68%, CRE-bla Fsk 11%, Casp7 inh -2%, ERK AVP block -25%, Casp1 inh -4%, BRCT inh red -0.8%, HEK293 cAMP ctrl 2%, USP2a inh 5%, Luciferase inh -1%, A350 autofl inactive and BRCT PPI green -1.8%.
For Cc1c(C(=O)NCc2ccccn2)sc2nc(-c3ccc(F)cc3)cn12 the results were Tau fil binding 97%, CRE-bla Fsk inconclusive, Casp7 inh 2%, ERK AVP block 26%, Casp1 inh 2%, BRCT inh red -0.1%, HEK293 cAMP ctrl 9%, USP2a inh 17%, Luciferase inh -4%, A350 autofl inactive and BRCT PPI green 0.5%.
Screening COCCn1c(NCc2ccc(C)cc2)nc2c1c(=O)[nH]c(=O)n2C returned Tau fil binding -6%, CRE-bla Fsk inconclusive, Casp7 inh 2%, ERK AVP block 6%, Casp1 inh 3%, BRCT inh red 0.3%, HEK293 cAMP ctrl -6%, USP2a inh -6%, Luciferase inh 2%, A350 autofl inactive and BRCT PPI green 1.2%.
`COC(=O)[C@H](C)NC(=O)NCc1ccc(F)cc1` gave Tau fil binding 4%, CRE-bla Fsk -18%, Casp7 inh -1%, ERK AVP block 6%, Casp1 inh 1%, BRCT inh red -1.4%, HEK293 cAMP ctrl -3%, USP2a inh -2%, Luciferase inh 1%, A350 autofl inactive and BRCT PPI green -2.9%.
`COc1ccc(CC(=O)Nc2c3c(nn2-c2cccc(Cl)c2)CS(=O)(=O)C3)cc1` gave Tau fil binding 34%, CRE-bla Fsk 17%, Casp7 inh -2%, ERK AVP block -13%, Casp1 inh -2%, BRCT inh red 0.3%, HEK293 cAMP ctrl inconclusive, USP2a inh -8%, Luciferase inh 2%, A350 autofl inactive and BRCT PPI green -0.1%.

High-throughput results: PubChem BioAssay, National Center for Advancing Translational Sciences (NCATS)
